M4 antag = CHRM4 antagonism in calcium assay; inhibition, % at 3 µM; 360,000 compounds, 0.73% hits; AID 624125; P08173; CHO-hM4 cells, ACh EC80, Fluo-8 calcium fluorescence;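 active = inhibition above its plate's cutoff, the mean inhibition of sample wells plus 3 SD, cut at about 27% in these data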;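 note: 0% = acetylcholine EC80 with DMSO and 100% = DMSO without agonist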
Target sequence (P08173 whole entry, looked up): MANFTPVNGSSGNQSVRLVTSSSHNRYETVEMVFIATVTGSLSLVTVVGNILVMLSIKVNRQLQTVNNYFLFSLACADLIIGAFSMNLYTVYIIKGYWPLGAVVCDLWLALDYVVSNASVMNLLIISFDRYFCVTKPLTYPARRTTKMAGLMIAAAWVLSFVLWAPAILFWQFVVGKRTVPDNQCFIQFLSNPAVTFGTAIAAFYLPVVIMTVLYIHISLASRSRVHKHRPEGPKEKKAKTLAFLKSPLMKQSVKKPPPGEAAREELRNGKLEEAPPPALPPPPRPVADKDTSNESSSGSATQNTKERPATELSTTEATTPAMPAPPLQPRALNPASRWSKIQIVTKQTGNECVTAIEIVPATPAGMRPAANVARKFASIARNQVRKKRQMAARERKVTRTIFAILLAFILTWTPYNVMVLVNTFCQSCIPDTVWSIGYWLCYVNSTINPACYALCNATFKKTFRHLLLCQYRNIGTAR
CHRM5 antagonist = antagonists of human muscarinic M5 receptor (CHRM5). CHO-hM5 cells, Fluo-8 calcium fluorescence, ACh EC80. inhibition, % at 3 µM. 360,000 compounds, 0.59% hits. AID 624040;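 active = inhibition above a per-plate cutoff, the mean of that plate's test compounds plus 3 SD, cut at about 27% in these data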;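 note: 0% = acetylcholine EC80 with DMSO and 100% = DMSO without agonist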
Target sequence (P08912 whole entry, looked up): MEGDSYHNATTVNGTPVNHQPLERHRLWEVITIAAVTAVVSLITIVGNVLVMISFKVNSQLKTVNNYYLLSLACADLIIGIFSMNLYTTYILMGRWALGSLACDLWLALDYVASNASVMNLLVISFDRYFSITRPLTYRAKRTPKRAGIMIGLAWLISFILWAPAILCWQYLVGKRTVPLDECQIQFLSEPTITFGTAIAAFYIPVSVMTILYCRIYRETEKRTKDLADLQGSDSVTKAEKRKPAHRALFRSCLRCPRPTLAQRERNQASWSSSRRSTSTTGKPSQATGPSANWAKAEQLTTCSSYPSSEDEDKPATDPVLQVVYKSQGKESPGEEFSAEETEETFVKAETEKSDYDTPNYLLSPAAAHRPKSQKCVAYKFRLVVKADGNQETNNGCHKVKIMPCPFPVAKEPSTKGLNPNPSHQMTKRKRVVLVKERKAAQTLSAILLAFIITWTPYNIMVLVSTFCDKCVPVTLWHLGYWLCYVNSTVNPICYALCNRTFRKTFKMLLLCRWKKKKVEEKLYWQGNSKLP
M4 ag = agonists of human muscarinic M4 receptor (CHRM4); P08173; CHO-K1 hM4/Gqi5, Fluo-8 calcium fluorescence; vehicle 0%, full acetylcholine response 100%; activation, % at 3 µM; 360,000 compounds, 0.14% hits;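 active = activation above the run mean over all test wells plus 3 SD, cut at about 32% in these data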;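 note: peak over basal fluorescence ratio per well then scaled between controls; 0% = DMSO wells and 100% = acetylcholine at EC100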
CRFBP-R2 agonist = agonists of human CRF-binding protein/CRF-R2 receptor complex. HEK293 CRF-R2/CRF-BP, calcium dye fluorescence (FLIPR); percent of saturating CRF peptide response. activation, % at 13.2 µM. 350,000 compounds, 0.46% hits;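 active = activation of at least 50%, plus an integration ratio under a set limit after plate pattern correction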;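 note: plate controls were neutral control wells without compound for no effect and CRF at EC100 for full effect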
IDE cell inh = inhibitors of human insulin-degrading enzyme in cells; P14735; HEK cells, FAbetaB cleavage, fluorescence polarization; inhibition, % at 5.59 µM; 320,000 compounds, 0.41% hits;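 active = percent inhibition above the average of all tested compounds plus 3 SD, set per screening campaign, cut at about 16% in these data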;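 note: IDE supplied by intact live HEK cells; FP after avidin binding of uncleaved biotin substrate so inhibition keeps polarization high; 0% = DMSO wells and 100% = 60 µM reference IDE inhibitor Ii1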
M5 ag = CHRM5 agonism in calcium assay | P08912 | CHO-K1 hM5 cells, Fluo-8 calcium fluorescence; 0% DMSO wells, 100% maximal acetylcholine response | activation, % at 3 µM | 360,000 compounds, 0.19% hits;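 active = activation above the run's mean over test compounds plus 3 SD, cut at about 23% in these data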;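 note: signal is peak over basal fluorescence ratio across the kinetic read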
CRFR2-BP antag = CRF-BP/CRF-R2 complex antagonism | HEK293 CRF-R2/CRF-BP, CRF-induced calcium fluorescence | inhibition, % at 11.8 µM | 350,000 compounds, 0.59% hits | AID 588475;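 active = inhibition of the ligand-induced calcium signal above about 50% at the single tested concentration, limit read from the data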
CHRM5 PAM = CHRM5 positive allosteric modulation | P08912 | CHO-K1 hM5, Fluo-8 calcium, ACh EC20 PAM; 0% = ACh EC20, 100% = ACh EC100 | activation, % at 3 µM | 360,000 compounds, 0.3% hits;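 active = activation above the run cutoff, the mean activation of all test compounds plus 3 SD, cut at about 18% in these data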
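Measured by: Fluo-8 calcium fluorescence; material: human M5 receptor in CHO-K1 cells; schedule: Post-acetylcholine fluorescence recording 140 s; benchmarks: low control EC20 acetylcholine (0%), high control EC100 acetylcholine (100%); read-out: Max/basal fluorescence ratio as % of EC20–EC100 ACh window; compound: single dose, 3 µM nominal final test concentration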
CHRM4 PAM = potentiates acetylcholine response at human M4 receptor; P08173; CHO-K1 hM4/Gqi5, Fluo-8 calcium fluorescence, ACh EC20; 0% = ACh EC20, 100% = maximal ACh; activation, % at 3 µM; 360,000 compounds, 0.4% hits;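 active = activation above its plate's cutoff, the mean activation of sample wells plus 3 SD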; note: some results filed as inactive read as strong as hits
Active calls of the source: *; · = not tested or not shown.

M4 antag | CHRM5 antagonist | M4 ag | CRFBP-R2 agonist | IDE cell inh | M5 ag | CRFR2-BP antag | CHRM5 PAM | CHRM4 PAM | Compound
8 | 0 | 0 | -0.3 | -2 | 3 | 12 | 4 | 11 | COc1ccc(/C=C/C(=O)NC(=S)NNC(=O)c2ccco2)cc1OC
4 | -7 | -1 | -1.6 | 3 | -4 | 6 | 4 | 11 | COc1ccc(-c2c3c(=O)n(C)c(=O)n(C)c3cn2-c2cc(OC)ccc2OC)cc1
-10 | 4 | 1 | -1.5 | 2 | 1 | 4 | 0 | 2 | COc1ccc(CCNC(=O)CSCC(=O)Nc2ccccc2)cc1OC
3 | 10 | 9 | 14 | -1 | -2 | -16 | -16 | -11 | Cc1ccc(S(=O)(=O)N2CCC(=O)N(C(COCc3cccc(C)c3)Cc3ccccc3)CC2)cc1 (configuration not stated)
-2 | 2 | 2 | -1.7 | 3 | -6 | -7 | -1 | 6 | CC1CCCCC1NC(=O)c1ccc(S(=O)(=O)N2CCCC2)cc1 (configuration not stated)
-1 | -5 | 1 | · | · | 1 | · | 4 | 0 | Cc1cccc(C)c1-n1nnnc1C1(C)CCC(=O)N1Cc1cccnc1 (configuration not stated)
-8 | -11 | 0 | 0.1 | -1 | 1 | -23 | -3 | 8 | Cc1ccc(C)c2[nH]c(=O)c(CN(CC3CCCO3)S(=O)(=O)c3ccc4c(c3)OCCO4)cc12 (configuration not stated)
5 | 5 | 0 | -0.3 | -2 | -4 | -22 | 0 | -3 | Nc1nnc(CSCc2ccc(Cl)cc2)s1
-16 | -11 | 1 | -0.5 | · | 0 | 10 | 1 | 3 | CC[C@]12c3[nH]c4cc(CCC(=O)N(C)C)ccc4c3CCN1C(=O)[C@@H](CC(=O)NCCN1CCOCC1)C[C@@H]2C(=O)N1CCN(C(=O)c2ccco2)CC1
1 | 8 | 1 | 1.3 | 1 | -1 | -5 | -3 | 2 | CCOc1ccccc1OCC(=O)NNC(=S)NC1CCCCC1
-9 | 2 | 2 | -1.1 | -4 | 1 | -4 | -6 | 2 | CCOc1ccccc1OC(=O)CN1C(=O)c2ccccc2C1=O
4 | -6 | 0 | 1.1 | 2 | -4 | 4 | -2 | -1 | Cc1cccc(CN2CCN(Cc3ccco3)CC2)c1
1 | 5 | 1 | 0.0 | -1 | -2 | 15 | -1 | 2 | CN(C)S(=O)(=O)c1ccc(C(=O)Nc2nnc(-c3ccco3)o2)cc1
-2 | 1 | -1 | -1.1 | 0 | -2 | 11 | -3 | 4 | O=C(Nc1ccccc1C(F)(F)F)c1ccsc1
-5 | 13 | 9 | 3.1 | 6 | 0 | 2 | -8 | -2 | C#CCNC(=O)C1=C[C@@H](c2csc3ccccc23)C[C@@H](OCc2ccc(CO)cc2)O1
-2 | 3 | 1 | -0.5 | 6 | -5 | 3 | 0 | -8 | Cc1ccc(N(C)C(=O)c2ccc(CNc3c(N4CCC(C)CC4)c(=O)c3=O)cc2)cc1
21 | 43* | 13 | 0.0 | 13 | 2 | 0 | -18 | -15 | CC(C)(C)C(=O)Nc1ccc(Sc2ccc([N+](=O)[O-])cc2)cc1
-3 | 20 | 0 | 1.3 | 3 | -4 | 37 | -16 | -9 | CCc1cccc(CC)c1NC(=O)c1cc(CN2C(=O)c3ccccc3C2=O)ccc1OC
0 | 2 | -1 | -0.2 | -5 | 3 | 4 | -4 | -2 | COc1ccccc1Nc1nc(Cl)nc(Nc2ccccc2OC)n1
11 | 1 | 0 | -0.8 | -1 | -2 | -1 | 0 | 0 | Cc1ccc(SCC(=O)NCc2ccccc2C)cc1

(listing goes on)
M4 antag | CHRM5 antagonist | M4 ag | CRFBP-R2 agonist | IDE cell inh | M5 ag | CRFR2-BP antag | CHRM5 PAM | CHRM4 PAM | Compound
1 | -5 | 0 | -1.6 | 13 | -1 | 0 | 16 | 4 | CC(=O)NNC(=S)NC(=O)c1ccccc1
4 | 2 | 6 | -0.5 | 0 | 1 | 11 | -4 | -10 | COC(=O)c1ccccc1NC(=O)c1cccc(NC(=O)C(C)C)c1
8 | -5 | 5 | -0.8 | 4 | 2 | 25 | -1 | -8 | Cn1c(SCC(=O)c2ccc(-c3ccccc3)cc2)nnc1-c1ccco1
-8 | -1 | 9 | -2.4 | 1 | 4 | 4 | -7 | 3 | O=C1CC(N2CCN(c3ccccc3Cl)CC2)C(=O)N1c1ccc(F)cc1 (configuration not stated)
5 | 4 | 0 | -1.2 | -10 | 1 | -13 | -1 | -10 | Cc1cccc(N2CC(C(=O)O)CC2=O)c1C (configuration not stated)
-8 | -6 | 0 | -0.1 | -1 | -5 | 7 | 11 | 0 | CCNC(=O)COC(=O)/C=C/c1ccccc1[N+](=O)[O-]
-8 | 1 | 1 | 3.2 | 6 | 2 | -11 | -1 | -1 | O=C(c1ccc(S(=O)(=O)N2CCCCC2)cc1)N1CCCC(C(F)(F)F)C1 (configuration not stated)
2 | -8 | 1 | 13 | -2 | 0 | -23 | -7 | -4 | C/C(CC(=O)Nc1cccc(Cl)c1Cl)=N\NC(=O)c1ccccc1N
1 | 2 | 1 | -1.5 | 4 | 1 | 0 | 2 | 4 | COc1ccc(/C=N/NC(=O)c2cccc(NC(C)=O)c2)c(C(=O)O)c1OC
-18 | 0 | 12 | 0.3 | 7 | 0 | -6 | -12 | -5 | Cc1ccc(NS(=O)(=O)c2ccc(-c3coc(C)n3)cc2)c(C)c1
3 | 7 | 2 | 0.6 | 1 | 1 | -4 | 3 | 5 | CC(C)c1nnc(NC(=O)C2CCN(C(=O)c3ccco3)CC2)s1
5 | -1 | 0 | -1.4 | 3 | 0 | -3 | 0 | 0 | COc1ccc(C(=O)N/N=C/c2ccc(OC)c(CN3CCN(c4ccc(F)cc4)CC3)c2)cc1
-8 | 10 | 2 | -1.6 | 9 | -1 | -6 | -2 | 1 | CC(NC(=O)Cn1cc(C(=O)C2CC2)c2ccccc21)c1ccccc1 (configuration not stated)
-9 | 5 | 0 | 5.8 | 1 | -8 | -14 | 0 | -9 | Cc1nn(C)c(C)c1S(=O)(=O)N(CC(=O)NCCCN1CCC(C)CC1)c1ccc(C(C)C)cc1
2 | 4 | -2 | 0.4 | 5 | -5 | -12 | -7 | 0 | CC(C)Cn1c(SCC(=O)N2CCCCC2)nc2ccccc2c1=O
-3 | -4 | 1 | 0.1 | 0 | -5 | 0 | 5 | 0 | Cc1ccccc1-n1cc(CNC(=O)CC2C(=O)NCCN2C/C=C/c2ccccc2)cn1 (configuration not stated)
9 | 1 | 4 | 0.9 | 1 | -1 | 0 | -3 | -1 | CC1(C)Cc2cccc(OCC(=O)N3CCN(S(=O)(=O)c4ccc(F)cc4)CC3)c2O1
-9 | 12 | 13 | -2.2 | -4 | 3 | 33 | -8 | -3 | CCN(Cc1ccccc1)C(=O)c1cccc(OC2CCN(C(=O)C3CC3)CC2)c1
-3 | 3 | 1 | 0.2 | 3 | 2 | 2 | 3 | -7 | Cc1ccc(C(=O)Nc2c(C)cc(-c3ccccc3)oc2=O)cc1
-2 | 8 | 0 | · | · | -1 | · | -6 | 3 | O=C(NCc1ccccc1)C(c1ccco1)N1CCN(c2ccccc2F)CC1 (configuration not stated)

Following part
M4 antag | CHRM5 antagonist | M4 ag | CRFBP-R2 agonist | IDE cell inh | M5 ag | CRFR2-BP antag | CHRM5 PAM | CHRM4 PAM | Compound
2 | -3 | 2 | -0.2 | -1 | 2 | -28 | 7 | 6 | Cc1oc(-c2ccc(Cl)cc2)cc1-c1nn2c(-c3ccoc3C)nnc2s1
-9 | -6 | 0 | 0.0 | 1 | 1 | 5 | 5 | -3 | Cc1cc(=O)[nH]c(=S)[nH]1
5 | 19 | 2 | -1.5 | 1 | -1 | 14 | -5 | -7 | O=C(COc1nsnc1N1CCOCC1)Nc1ccc([N+](=O)[O-])cc1
-1 | -5 | 1 | 2.9 | 0 | -7 | 14 | 10 | 5 | CCCC(=O)Nc1cnc(NC(=O)c2cccc(F)c2)cc1C
8 | 7 | 14 | -1.2 | -2 | 7 | -6 | -11 | -14 | COc1cc(/C=N/NC(=O)CSc2cc(C)c(Br)cc2C)ccc1O
-17 | -9 | 2 | -0.5 | -2 | -1 | 1 | 1 | 1 | COc1ccccc1Nc1nc(N)nc(CSc2nccn2C)n1
7 | 7 | 0 | 0.2 | 4 | -6 | -3 | -5 | -1 | CC(C)N1CCN(Cc2cc(F)ccc2-n2cccn2)CC1CCO (configuration not stated)
-4 | 6 | 5 | -0.4 | 12 | -3 | -5 | -12 | -5 | COc1ccc(S(=O)(=O)N2CCCN(CC(=O)Nc3ccc(OC)c(Cl)c3)CC2)cc1
14 | 18 | 1 | -1.4 | 7 | -2 | -1 | -6 | -4 | CCCn1c(N)c(N(CCOC)C(=O)c2cc(C)cc(C)c2)c(=O)[nH]c1=O
-9 | 4 | 1 | -0.5 | 3 | 0 | 3 | -2 | 7 | CN(C)C=Nc1ncc2c3ccccc3n(CCN(C)C)c2c1C#N
1 | 15 | 1 | 2.7 | 1 | -2 | -13 | -3 | 2 | CC(=O)C[C@H](O)CC(=O)[C@@H]1OC(=O)CCCCCCCCc2ccccc21
-1 | 1 | 0 | 5.5 | 2 | -7 | 43 | 0 | 4 | CN1CCC(OC(=O)C23CCC(C)(C(=O)O2)C3(C)C)CC1 (configuration not stated)
-3 | 10 | 14 | 0.6 | 2 | 5 | -30 | -6 | -3 | CC(NC(=O)COC(=O)c1ccc(Cl)cc1O)c1ccc(F)cc1 (configuration not stated)
-6 | -2 | 11 | 12 | 1 | 1 | -26 | 4 | -8 | COc1ccc(Br)cc1CN1C(=O)NC2(CCCCCC2)C1=O
-9 | -16 | 1 | -1.5 | 0 | 3 | 0 | 7 | 16 | CCOC(=O)Cc1csc(NS(=O)(=O)c2ccc(SC)cc2)n1
6 | -3 | 0 | -0.2 | 3 | -1 | 8 | 3 | -2 | CC(=O)n1nc(-c2ccco2)nc1N
-5 | -1 | 1 | 0.2 | 1 | -1 | 12 | -1 | 8 | C=CCn1c(SCC(=O)Nc2cc(C)on2)nc2c([nH]c3ccccc32)c1=O
1 | 1 | 2 | 0.4 | 7 | -3 | 23 | 0 | 0 | CN(CC(=O)Nc1ccccc1C(F)(F)F)C(=O)c1cc([N+](=O)[O-])ccc1N1CCOCC1

Source: PubChem (several laboratories)

Compounds were not picked by outcome (roughly 2.9% active in at least one column).
